# MBD2 DNA inh = inhibitors of MBD2 binding to methylated DNA, primary screen, biochemical, TR-FRET, DNA-binding domain, human; Methyl-CpG-binding domain protein 2 (Homo sapiens), Q9UBB5; MBD2 binding to methylated oligonucleotide; inhibition, % at 4.4 µM; 0.31% of 370,000 active; AID 686964, 2013; in the data active = inhibition above about 13%
# DDE Tn6 FP inh = inhibitors of Tn6 peptide binding to fibrin DD(E), primary screen, biochemical, fluorescence polarization, human fibrin, Tn6 probe; Fibrinogen beta chain (Homo sapiens), P02675; Fibrin DD(E) TRITC-Tn6 fluorescence polarization displacement; inhibition, % at 8.3 µM; 0.21% of 370,000 active;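 active = inhibition above a per-campaign cutoff: mean of compounds within control limits plus 3 SD, cut at about 15% in these data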;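 note: 0% = median of all compound wells on the plate and 100% = blocking peptide control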
# Target sequence (P02675 whole entry, looked up): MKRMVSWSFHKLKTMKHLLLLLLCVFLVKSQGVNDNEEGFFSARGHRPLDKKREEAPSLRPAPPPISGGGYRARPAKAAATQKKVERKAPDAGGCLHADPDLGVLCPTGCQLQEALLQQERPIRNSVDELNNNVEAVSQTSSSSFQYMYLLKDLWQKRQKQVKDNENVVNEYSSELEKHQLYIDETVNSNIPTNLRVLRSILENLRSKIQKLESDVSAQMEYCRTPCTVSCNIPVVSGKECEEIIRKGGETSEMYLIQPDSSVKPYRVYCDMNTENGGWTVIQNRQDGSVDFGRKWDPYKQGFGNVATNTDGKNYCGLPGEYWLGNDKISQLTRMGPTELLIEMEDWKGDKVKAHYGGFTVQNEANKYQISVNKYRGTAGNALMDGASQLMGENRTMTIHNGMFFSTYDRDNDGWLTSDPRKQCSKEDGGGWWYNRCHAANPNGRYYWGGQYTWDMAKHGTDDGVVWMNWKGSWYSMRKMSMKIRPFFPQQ
# Tn7 DDE FP = inhibitors of Tn7 peptide binding to fibrin DD(E), primary screen, biochemical, fluorescence polarization, human fibrin, Tn7 probe | Fibrinogen beta chain (Homo sapiens), P02675 | FP displacement of FITC-Tn7 peptide from fibrin DD(E); 0% = median of compound wells per plate | inhibition, % at 8.3 µM | 0.13% of 370,000 active | AID 720508, 2013;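 active = inhibition above the mean of compounds falling within the control limits plus 3 SD of them, cut at about 14% in these data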;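 note: 0% = plate median of compound wells and 100% = 10 µM Aha-Tn7 peptide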
#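 Assay system: Human clot-derived fibrin DD(E) complex | Buffer or medium: Tris/NaCl/CaCl2 buffer, pH 7.8 | Repeats: One replicate per compound | Benchmarks: Aha-Tn7 high control | Measure: % inhibition scaled between sample-field median and high-control FP | Schedule: 10 min plus 3 h, room temperature | Signal: Fluorescence polarization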
# PLC-gamma1 inh = PLC-gamma1 enzyme inhibitors, primary screen, biochemical, fluorescence, purified enzyme. 1-phosphatidylinositol 4,5-bisphosphate phosphodiesterase gamma-1 (Homo sapiens), P19174. fluorogenic substrate. 0.84% of 370,000 active. inhibition, % at 12.2 µM; in the data active = inhibition above about 9.5%
# ARFGAP1 inhibitor = inhibitors of rat ARFGAP1 GAP activity, primary screen, biochemical, fluorescence polarization, GDP tracer; ADP-ribosylation factor GTPase-activating protein 1 (Rattus norvegicus), Q62848; Arfgap1-stimulated ARF1 GTP hydrolysis, GDP FP detection; inhibition, % at 16.5 µM; 0.26% of 360,000 active; AID 651572, 2012;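 active = inhibition above a per-plate limit, mean inhibition of low control wells plus 3 SD, cut at about 25% in these data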;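 note: 0% = DMSO wells with enzyme and 100% = wells lacking Arfgap1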
#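 Assay system: purified rat His6-Arfgap1 residues 1-136 (GAP domain); Reagent: human Δ17 ARF1 bound to GTP; Dosing: 16.5 µM single point, 1.26% DMSO; Times: GTP hydrolysis reaction 2 h at 25 °C; Signal: FP, GDP Alexa 633 tracer displaced from anti-GDP antibody, 620/688 nm; Measure: % inhibition from polarization.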
# PLC-beta3 inh = human PLC-beta3 inhibitors, primary screen, biochemical, fluorescence. inhibition, % at 12.2 µM. AID 720704, 2013. 0.18% of 370,000 active. Purified PLC-beta3, fluorogenic substrate; in the data active = inhibition above about 11%;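 note: 0% = median of compound wells on plate and 100% = full blocker control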
# UHRF1 binding = UHRF1 methylated DNA binding inhibitors, primary screen, counter-screen for MBD2 inhibitor project, biochemical, TR-FRET, human UHRF1, single concentration | 0.75% of 370,000 active | UHRF1 binding to methylated oligo | E3 ubiquitin-protein ligase UHRF1 (Homo sapiens), Q96T88 | AID 687016, 2013 | inhibition, % at 4.4 µM; in the data active = inhibition above about 21%;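 note: UHRF1 SRA domain binding a hemimethylated CpG hairpin DNA probe; 0% = median of test compound wells and 100% = reference inhibitor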
# KLK7 zymogen act = proKLK7 zymogen activators, primary screen, biochemical, fluorescence intensity; activation, % at 7 µM; 0.9% of 370,000 active; purified proKLK7, EDANS-DABCYL substrate fluorescence; 100% is mature enzyme control, 0% vehicle; AID 652039, 2013;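 active = activation above the mean of all tested compounds plus 3 SD, computed per campaign excluding outliers beyond control limits, cut at about 13% in these data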
# ASAP1 inh = inhibitors of human ASAP1 ArfGAP activity, primary screen, biochemical, fluorescence polarization; ASAP1-stimulated ARF1 GTP hydrolysis, GDP FP detection; Arf-GAP with SH3 domain, ANK repeat and PH domain-containing protein 1 (Homo sapiens), …; inhibition, % at 16.5 µM; 0.19% of 360,000 active; AID 624377, 2012; in the data active = inhibition above about 25%;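 note: 0% = vehicle with enzyme and substrate and 100% = no enzyme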
# ADAM17 inh = ADAM17 inhibitors, primary screen, biochemical, QFRET. Disintegrin and metalloproteinase domain-containing protein 17 (Homo sapiens), P78536. recombinant ADAM17, EDANS/DABCYL FRET peptide cleavage. inhibition, % at 6.95 µM. 0.83% of 370,000 active. AID 720648, 2013;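 active = inhibition above the mean of compounds lying between control limits plus 3 SD, set per campaign, cut at about 8.5% in these data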;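 note: 0% = DMSO-only wells as the low control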
# Target sequence (P78536 215-824 limits assumed): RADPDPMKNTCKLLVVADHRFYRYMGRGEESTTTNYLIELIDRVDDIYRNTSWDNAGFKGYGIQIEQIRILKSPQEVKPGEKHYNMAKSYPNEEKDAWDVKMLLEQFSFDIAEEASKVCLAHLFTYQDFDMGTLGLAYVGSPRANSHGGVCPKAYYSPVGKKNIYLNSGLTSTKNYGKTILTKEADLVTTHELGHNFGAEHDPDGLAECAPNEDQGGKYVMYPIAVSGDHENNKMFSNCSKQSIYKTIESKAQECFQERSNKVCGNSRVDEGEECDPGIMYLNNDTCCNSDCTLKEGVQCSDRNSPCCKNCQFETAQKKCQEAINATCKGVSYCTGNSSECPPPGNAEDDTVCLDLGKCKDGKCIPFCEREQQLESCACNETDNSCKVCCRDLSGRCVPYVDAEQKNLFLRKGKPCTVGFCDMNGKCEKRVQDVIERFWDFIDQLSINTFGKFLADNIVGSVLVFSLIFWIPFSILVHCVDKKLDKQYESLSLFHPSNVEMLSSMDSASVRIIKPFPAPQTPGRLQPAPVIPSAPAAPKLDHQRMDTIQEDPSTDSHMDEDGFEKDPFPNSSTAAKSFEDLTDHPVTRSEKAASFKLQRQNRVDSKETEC
# Starred values were filed as active, the others as inactive; i = inactive; x = not tested or not shown.
SMILES,MBD2 DNA inh,DDE Tn6 FP inh,Tn7 DDE FP,PLC-gamma1 inh,ARFGAP1 inhibitor,PLC-beta3 inh,UHRF1 binding,KLK7 zymogen act,ASAP1 inh,ADAM17 inh
COc1cc(NC(=O)c2ccc(NS(=O)(=O)c3c(C)noc3C)cc2)cc(OC)c1,4,6,2,0,0,-1,-2,0.9,-15,-2
O=C(Cc1cn(Cc2ccccc2)c2ccccc12)Nc1ccc(Oc2cccnc2)cc1,-6,3,9,-2,2,-2,-3,1.2,-2,7
COc1ccc(NC(=O)C(OC(=O)c2cnccn2)c2ccccc2)cc1Cl (stereo unspecified),0,-1,-4,6,1,-6,-2,-1.0,11,-4
COc1ccc(Cl)cc1S(=O)(=O)N1CCN(c2ccc(F)cc2)CC1,-6,4,-3,-2,-7,1,-1,0.8,3,0
CCOC(=O)C1CCN(C(=O)COC(=O)c2c(C)c(CC)nc3ccccc23)CC1,3,7,-1,0,-2,-3,-3,-0.3,12,-1
CC(=O)Nc1cccc(-c2ccnc3c2CC(C)(C(=O)NCc2ccc(F)c(F)c2)O3)c1 (stereo unspecified),-7,-4,-9,0,9,1,2,0.5,-7,0
COc1ccc2c(c1)CC/C(=C/c1ccccn1)C2=O,-3,0,6,1,4,-5,-3,0.1,-7,1
COC(C/C=C/[C@@H](O)[C@@H](C)OCc1ccccc1)OC,0,5,0,4,0,6,2,-0.7,-12,6
O=C(NCCO)C1(c2ccccc2)CCCC1,1,-1,1,2,1,1,-1,0.0,-1,-5
CCOC(=O)C1=C(C)NC(C)=C(C(=O)OCC)C1c1ccc(O)cc1,-1,3,-1,-57,7,-65,-2,1.4,0,-24
O=C(OCc1nnc(-c2ccccc2)o1)c1cc(F)c(F)cc1Cl,0,0,5,0,5,-7,-2,-0.5,5,-3
Cn1c(Cl)c(/C=N/OC(=O)C(C)(C)C)c2ccccc21,-1,2,5,2,-1,-7,3,0.5,4,1
O=C(Nc1nc2c(Cl)ccc(Cl)c2s1)C1CC1,0,0,-9,-1,0,2,0,0.0,15,2
CCN(CC)C(=O)c1ncn2c1c(=O)[nH]c1ccccc12,3,-6,6,3,9,4,4,-0.1,1,-10
Cc1c(O)ccc2c(-c3ccccc3)cc(=O)oc12,0,0,0,i,-10,i,1,-7.4,-1,-16
Cc1c(Cl)cccc1NC(=O)CC(C(=O)O)C1CCCO1 (stereo unspecified),-6,-4,1,1,4,3,0,0.0,5,-5
Cc1ccc(SCC(=O)NC(=O)Nc2ccc3c(c2)OCCO3)cc1C,1,3,-4,0,8,3,0,0.2,4,2
Cn1ccnc1SCC(=O)Nc1ccc(Oc2ccccc2)cc1,-6,-3,8,4,-18,3,4,0.1,13,1
COc1ccc2[nH]c(=O)c(CN(CCCN(C)C)C(=O)Nc3ccc(F)cc3)cc2c1,4,-1,10,-17,-4,-22,1,3.5,-9,-55
Cc1cccc(NC(=O)COc2coc(CN3CCN(Cc4ccccc4)CC3)cc2=O)c1,-6,1,3,0,14,-8,6,-0.7,-9,-4
NC(=O)C1CCN(C(=O)C23CC4CC(CC(C4)C2)C3)CC1,1,9,0,0,-9,1,-3,-0.8,-12,-3
C=CCNC(=O)c1onc(CSc2ccc(C(C)C)cc2)c1C(=O)O,2,4,6,-2,-9,-8,4,0.4,0,-2
COC(=O)/C=C/C(=O)Nc1cccc(C(F)(F)F)c1,1,3,14*,-1,6,1,1,0.3,-11,0
COc1cccc(Cn2c(NCc3ccccn3)nc3c2c(=O)n(C)c(=O)n3C)c1,-1,0,0,1,5,-3,3,-0.4,-2,-5
Cc1ccccc1Cn1nc(C)c(NC(=O)c2cc3n(n2)C(C(F)F)CC(C(F)F)N3)c1C (stereo unspecified),-2,-2,1,3,-3,5,-2,0.5,-1,-2
COc1cccc(/C=N/n2nnnc2N)c1OCc1ccccc1Cl,0,3,-2,-33,6,-42,-2,-3.0,-16,-4
COC(=O)COc1ccc(NS(=O)(=O)c2cccc([N+](=O)[O-])c2)cc1,4,-6,1,2,-5,-2,2,0.1,-19,-2
COCCNC(=O)C12CC3CC(C1)CC(c1ccccc1)(C3)C2,0,-3,4,0,-9,1,-1,-1.0,6,3
CN(C)c1cc(-c2ccc(C#N)cc2)oc(=O)c1Cl,0,6,-5,-2,-3,-12,-2,-0.3,20,-1
CCOc1ccccc1NC(=O)COC(=O)C1CC1,11,13,4,-4,4,-7,23*,0.7,2,-1
COc1ccc(N(Cc2cc3ccccc3[nH]c2=O)S(=O)(=O)c2ccccc2)cc1,1,-6,0,0,13,-11,6,0.1,-8,-7
COc1ccc(-c2nc3ccc(C(=O)NCC(OC)OC)cc3nc2-c2ccc(OC)c(OC)c2)cc1OC,2,-4,-7,-139,9,-208,-1,8.7,-2,-4
CCN(CC(=O)Nc1cc(Cl)ccc1C)C(=O)Cc1sc(C)nc1-c1ccc(F)cc1,0,-6,0,0,6,-2,-2,-0.5,-6,-4
c1ccc(C(=C2CCCO2)c2ccccc2)cc1,4,-15,-11,3,-5,2,1,-0.6,8,-3
COCCNC(=O)CN(CC1CCCO1)C(=O)CCC(=O)Nc1ccccn1 (stereo unspecified),-2,0,4,3,1,0,0,-0.7,5,1
NC(=O)COC(=O)c1cc([N+](=O)[O-])ccc1NCCO,-8,0,-6,1,11,-3,-2,0.1,8,-2
COC(=O)CCC(=O)Nc1ccccc1C(=O)Nc1ccccc1,6,7,1,3,0,-3,-1,0.1,-11,-4
Cn1c(=O)c2c(-c3ccccc3)n(-c3cc(C(=O)O)ccc3O)cc2n(C)c1=O,2,9,-9,-5,10,-8,-1,1.0,3,-9
COCCCn1c(=NC(=O)c2ccncc2)c(C#N)cc2c(=O)n3cccc(C)c3nc21,-7,4,-2,-269,3,-370,-5,15*,7,i
CN(Cc1ccccc1)C(=O)CN1CCN(S(=O)(=O)c2ccc(Cl)c(Cl)c2)CC1,2,-2,-3,1,-14,-4,-3,0.3,8,-3
CC(=O)C1=C(NC(=O)c2ccc(F)cc2)CC2C1C2(C)C (stereo unspecified),3,12,-1,-4,-1,2,-3,0.0,13,-1
O=C(NCc1cccc(F)c1)Nc1nnc([C@H]2C[C@H](O)[C@@H](CO)O2)s1,0,10,6,0,7,2,-1,-0.3,-12,-8
C/C(=N/NC(=O)c1cc(O)c(O)c(O)c1)c1ccc([N+](=O)[O-])cc1,5,-7,2,2,-14,-1,22*,1.4,-4,-1
COc1ccc(CNC(=O)CN(C)S(=O)(=O)c2ccc(Cl)cc2)cc1,2,-2,-5,4,-2,-5,5,-0.1,0,1
CCOc1cc(-c2ccccc2)nc2c1CN(S(=O)(=O)c1ccc(C)cc1)C(c1cccc(Cl)c1)C2 (stereo unspecified),1,3,5,1,-4,6,-16,0.4,-7,-1
CCN1C(=O)/C(=C/c2ccc(N3CCCC3)cc2)NC1=S,-3,-5,-25,-38,0,-49,-7,0.1,4,4
Cc1ccc(-n2c(C)cc(C)c(C#N)c2=O)cc1C,0,0,-6,0,2,0,1,0.1,5,-4
C/C(=C\C(=O)c1ccc(Br)cc1)NNC(=O)c1ccc(O)cc1,8,-9,2,0,-3,-4,-1,-0.7,9,2
COc1ccc(/C=C(\C#N)C(=O)OCC(=O)NC(=O)NCCC(C)C)cc1,-3,4,-3,-3,5,-4,2,0.0,-3,0
OCC1(Cc2ccccc2)CCN(Cc2ccc(-c3ccco3)cc2)CC1,-2,-1,0,-1,-2,-1,-3,-1.0,10,-3
# The list goes on.
SMILES,MBD2 DNA inh,DDE Tn6 FP inh,Tn7 DDE FP,PLC-gamma1 inh,ARFGAP1 inhibitor,PLC-beta3 inh,UHRF1 binding,KLK7 zymogen act,ASAP1 inh,ADAM17 inh
CCOC(=O)c1csc(NC(=O)C2CCCN(S(=O)(=O)c3cc(OC)ccc3OC)C2)n1 (stereo unspecified),-4,-3,0,1,x,0,-2,-0.1,x,1
Cc1ccccc1-n1ccnc1SCC(=O)NC1CCCC1,-1,12,-3,7,-1,0,3,0.3,-4,1
Cc1ccc(-n2nc3c(n2)/C(=N/O)CC/C3=N\O)cc1,-4,-7,-6,-3,2,-3,-3,0.6,-1,-3
Cc1c(N2C(=O)/C(=C3\C(=O)N(CC(=O)O)c4ccccc43)SC2=S)c(=O)n(-c2ccccc2)n1C,-2,7,-4,-9,20,-11,2,0.2,1,-4
O=C(CNC(=O)c1ccc(F)cc1)N/N=C/c1cccnc1,-1,0,7,-2,-3,-6,1,0.3,-1,-2
COc1ccc(C2=NN(c3ccc(C(=O)O)cc3)C(c3ccc(OC)c(OC)c3)C2)cc1 (stereo unspecified),-4,-5,1,i,-3,i,-2,67*,2,i
O=C(Cc1cccc2ccccc12)Nc1cc(Cl)ccc1C(=O)O,2,4,3,5,-16,-4,1,0.3,-6,4
COc1ccccc1Cn1c(-c2ccccc2OC)nc2ccccc21,-2,5,-2,-1,-12,1,-2,0.0,-3,2
O=C1NC2(CCCCC2)Cc2ccccc21,1,-7,-4,-1,4,2,-3,-0.1,-2,-3
Cc1ccc(-c2cc(C(=O)OCC(=O)Nc3ncc(C(F)(F)F)cc3Cl)c3ccccc3n2)cc1,-1,0,-2,-5,4,-2,19,1.2,3,-4
Cc1ccc(C(=O)NC(N2CCCC2)C(Cl)(Cl)Cl)cc1 (stereo unspecified),-5,3,3,1,5,4,5,-0.7,10,2
COc1ccc(S(=O)(=O)N2CCN(C(=O)c3ccco3)CC2)cc1C(C)(C)C,1,3,4,-2,-6,-7,-1,-0.2,1,-4
O=C1NC2(CCCC2)N=C1c1ccc(Cl)cc1,3,-3,-11,3,2,4,11,-1.3,10,9.6*
CNS(=O)(=O)c1cccc(C(=O)OCC(=O)c2c(N)n(C)c(=O)n(C)c2=O)c1,5,1,2,6,10,-5,3,-0.1,11,-7

# Screening data: PubChem BioAssay, The Scripps Research Institute Molecular Screening Center
